Source: PubChem (several laboratories)
HSF1 inh: HSF1 inhibition; activity change, negative = inhibition, % at 7.5 µM (by protocol); 0.77% of 300,000 active; NIH3T3-HGL HSE-luciferase, MG132-induced, luminescence 8 h; stronger effect = lower value;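 active means more than half of replicate wells show activity change below -50%, luminescence cut by over half; inconclusive means some wells, but at most half, below -50%; inactive means no replicate well below -50%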;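 further: luciferase reports HSF-1 transcriptional activity via heat shock element; 0% = median of DMSO wells and -100% = zero luminescence signal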
AI-2 QS mod: Vibrio harveyi AI-2 quorum sensing modulation; Vibrio harveyi JMH597 AI-2 luminescence/OD600 ratio, 9 h; stronger effect = lower value; strain lacks LuxN and CqsS sensors; 0 = neutral-control median; activity change, % at 7.5 µM; 0.4% of 300,000 active; in the data active means activity change below about -75%, passing the limit was not always enough; inconclusive means no clear call, values can overlap the other calls;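 further: luminescence divided by OD600 gain over 9 h not by final OD600 alone; inactives centre near 13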
GSK3B inh: blocks human GSK3beta kinase activity | AID 2097 | activity score (negative = inhibition), % at 10 µM | 0.038% of 300,000 active | GST-GSK3beta kinase, ADP-Glo luminescence, 60 min; stronger effect = lower value | P49841;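 active means more than half of replicate wells score below -50%, meaning over 50% inhibition versus plate controls; inconclusive means some replicates but at most half score below -50%; inactive means no replicate scores below -50%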;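 further: 0% = median DMSO wells and -100% = median GW8510 positive control wells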
Target sequence (P49841 whole entry, looked up): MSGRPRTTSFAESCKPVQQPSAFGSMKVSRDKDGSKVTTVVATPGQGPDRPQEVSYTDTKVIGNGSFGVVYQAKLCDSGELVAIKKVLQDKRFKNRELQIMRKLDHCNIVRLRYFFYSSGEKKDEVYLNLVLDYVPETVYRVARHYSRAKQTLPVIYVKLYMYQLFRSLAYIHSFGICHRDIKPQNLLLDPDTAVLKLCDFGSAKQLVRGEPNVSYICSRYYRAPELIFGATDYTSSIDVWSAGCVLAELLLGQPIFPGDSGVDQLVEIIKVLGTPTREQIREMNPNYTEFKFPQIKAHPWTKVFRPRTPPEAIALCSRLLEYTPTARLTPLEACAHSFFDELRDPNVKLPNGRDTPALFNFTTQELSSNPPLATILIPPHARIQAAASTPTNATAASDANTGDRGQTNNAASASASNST
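Test system: GST-fused GSK3beta enzyme, cell-free | Quantity: 1.6 ng GST-GSK3beta enzyme per well | Reagent: 25 µM ATP with peptide substrate | Schedule: 60 min enzyme reaction, room temperature | Signal: Luminescent ADP-Glo measurement of ADP formed | Read-out basis: Score relative to plate controls | Control set: DMSO and 20 µM GW8510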
Platelet DG rel: modulates dense granule release in human platelets; human platelet-rich plasma, SFLLRN dense granule ATP release, luminescence; 0.22% of 300,000 active; inhibition, %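 (compounds screened at 7.5 µM in platelet-rich plasma)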; AID 1663;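 active means mean replicate score, as percent of positive control, at or above 50; inconclusive means mean below 50 but at least one replicate at or above 50; inactive means mean and every replicate below 50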
HDAC3 inhib: human HDAC3 inhibition | O15379 | recombinant HDAC3, fluorogenic peptide/trypsin coupled, fluorescence | inhibition, % at 8.3 µM | 0.15% of 320,000 active | AID 2718; in the data active means inhibition above about 26%, passing the limit was not always enough; inconclusive means no clear call, values can overlap the other calls
PolyA inhibitor: blocks polyadenylation in yeast reporter cells; S. cerevisiae SKY197-pL101 polyadenylation reporter, beta-gal luminescence; efflux-impaired pdr1/pdr3 knockout yeast; score 100 = 6 SD above DMSO; calls only at 12 µM; 0.02% of 300,000 active; AID 1875;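 active means lowest replicate activity score at least 50, where 100 means six control SD above control mean; inconclusive means lowest score under 50 but half or more replicates reach 50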;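 further: yeast exposed to compound for 9 h at 30 °C; higher score means more reporter readthrough which indicates perturbed polyadenylation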
Dyrk1A ADPGlo: Dyrk1A (rat) kinase inhibition | Q63470 | ADP-Glo luminescence, NFATc1 peptide | inhibition, % at 12.5 µM | 0.43% of 310,000 active | AID 504441; in the data active means inhibition above about 50%;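 further: plate controls were vehicle with enzyme for no effect and no enzyme for full effect; many of its hits are not listed in these tables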
HSF1 activator: increases HSF-1 driven luciferase reporter signal; 1.7% of 300,000 active; activation, % at 9 µM; NIH3T3-HGL HSF-1 luciferase reporter, MG132, 8 h; 100% = twice DMSO control signal; AID 504408;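 active means mean replicate activation of at least 50% with a set share of replicates each reaching 50%; inconclusive means only one of those two conditions met; inactive means mean below 50% and too few replicates reaching it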;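 further: 0% = median of the neutral control wells and 100% = twice that signal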
GSK3 alpha inh: human GSK-3 alpha kinase inhibition | P49840 | ADP-Glo luminescence, 60 min | inhibition, % at 10 µM | 0.1% of 320,000 active;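 in the data active means inhibition above about 50%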;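 further: GST-tagged GSK-3 alpha with peptide substrate and 25 µM ATP; 0% = DMSO neutral wells and 100% = GW8510 positive control wells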
Target sequence (P49840 whole entry, looked up): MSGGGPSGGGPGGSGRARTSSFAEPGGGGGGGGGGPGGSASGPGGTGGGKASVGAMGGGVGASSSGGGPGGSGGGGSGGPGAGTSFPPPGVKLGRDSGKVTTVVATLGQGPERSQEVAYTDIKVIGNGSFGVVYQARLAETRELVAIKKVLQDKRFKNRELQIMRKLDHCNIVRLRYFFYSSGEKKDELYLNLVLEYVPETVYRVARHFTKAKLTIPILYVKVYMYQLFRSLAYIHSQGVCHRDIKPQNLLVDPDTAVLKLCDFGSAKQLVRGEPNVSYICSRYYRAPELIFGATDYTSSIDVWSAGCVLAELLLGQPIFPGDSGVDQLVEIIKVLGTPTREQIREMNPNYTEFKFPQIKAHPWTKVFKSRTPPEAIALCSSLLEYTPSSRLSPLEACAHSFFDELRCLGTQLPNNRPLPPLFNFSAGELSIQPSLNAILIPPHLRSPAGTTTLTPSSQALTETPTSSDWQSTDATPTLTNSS
HSP90 refold inh: HSP90 refolding inhibition in rabbit reticulocyte lysate. 0.91% of 290,000 active. inhibition, % at 5.6 µM. luciferase refolding luminescence, 3 h. AID 1789;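 active means inhibition above the screen-wide mean plus 3 SD, computed separately per campaign, cut at about 16% in these data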;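 further: 0% = DMSO wells and 100% = 60 µM geldanamycin wells; inhibitors lower the luminescence because luciferase stays unfolded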
The depositor's hits bear a star. A portion of the library; the hit share may differ from the screen's.

`O=C1CCCN1CCC1CCN(C2CC(=O)N(c3ccc(F)cc3)C2=O)CC1` (stereo not drawn) gave HSF1 inh -8, AI-2 QS mod 33, GSK3B inh 0, Platelet DG rel 3, HDAC3 inhib 0, PolyA inhibitor inactive, Dyrk1A ADPGlo -2, HSF1 activator -8, GSK3 alpha inh -3 and HSP90 refold inh -1.
CC(C)CNC(=O)NC(=O)COC(=O)c1cc([N+](=O)[O-])ccc1NCc1ccccc1Cl was read as HSF1 inh -2, AI-2 QS mod 11, GSK3B inh -3, Platelet DG rel -6, HDAC3 inhib 1, PolyA inhibitor inactive, HSF1 activator 1, GSK3 alpha inh 1 and HSP90 refold inh 5.
Screening CC(=O)NC1=NC(=O)/C(=C/c2cn(C(C)=O)nc2-c2ccccc2)S1 returned HSF1 inh -1, AI-2 QS mod 9, GSK3B inh -15, Platelet DG rel -3, HDAC3 inhib 17, PolyA inhibitor inactive, Dyrk1A ADPGlo 44, HSF1 activator 18, GSK3 alpha inh 43 and HSP90 refold inh -3.
`O=C1C2CCCN2C(=O)N1CCCCN1CCN(c2ccc(F)cc2)CC1` (stereo not drawn) gave HSF1 inh 4, AI-2 QS mod 49, GSK3B inh -2, Platelet DG rel 0, HDAC3 inhib 0, PolyA inhibitor inactive, Dyrk1A ADPGlo 4, HSF1 activator 3, GSK3 alpha inh -2 and HSP90 refold inh -3.
For COc1c(C)cccc1C(=O)Nc1ccc(N2CCN(S(C)(=O)=O)CC2)cc1 the results were HSF1 inh 23, AI-2 QS mod 11, GSK3B inh 0, Platelet DG rel -2, HDAC3 inhib inconclusive, PolyA inhibitor inactive, Dyrk1A ADPGlo 6, HSF1 activator 43, GSK3 alpha inh 0 and HSP90 refold inh -6.
Screening CC1CCCC(NC(=O)COC(=O)c2cc(S(=O)(=O)N3CCCCC3)ccc2N2CCOCC2)C1C (stereo not drawn) returned HSF1 inh 2, AI-2 QS mod 17, GSK3B inh -4, Platelet DG rel 7, HDAC3 inhib -1, PolyA inhibitor inactive, Dyrk1A ADPGlo 3, HSF1 activator -4, GSK3 alpha inh -1 and HSP90 refold inh 1.
CCOC(=O)N1CCC(N2CCCC(C(=O)c3ccc4cc(OC)ccc4c3)C2)CC1 (stereo not drawn) was read as HSF1 inh 11, AI-2 QS mod 18, GSK3B inh 1, Platelet DG rel 6, HDAC3 inhib -76, Dyrk1A ADPGlo 2, HSF1 activator 37, GSK3 alpha inh 0 and HSP90 refold inh -3.
Screening c1ccc(C2CN3CCSC3=N2)cc1 (stereo not drawn) returned HSF1 inh -2, AI-2 QS mod 14, GSK3B inh -3, Platelet DG rel -1, HDAC3 inhib 5, PolyA inhibitor inactive, Dyrk1A ADPGlo -6, HSF1 activator -12, GSK3 alpha inh 0 and HSP90 refold inh -5.
Screening CC(=O)c1nn(-c2ccc(Cl)cc2)c(=O)[nH]c1=O returned HSF1 inh -35, AI-2 QS mod 35, GSK3B inh 1, Platelet DG rel 0, HDAC3 inhib -3, PolyA inhibitor inactive, Dyrk1A ADPGlo 0, HSF1 activator -50, GSK3 alpha inh -2 and HSP90 refold inh -1.
For CC(C)CC(c1nnnn1C1CCCC1)N1CCC(C(N)=O)CC1 (stereo not drawn) the results were HSF1 inh -6, AI-2 QS mod 10, GSK3B inh 4, Platelet DG rel -1, HDAC3 inhib 0, PolyA inhibitor inactive, Dyrk1A ADPGlo -10, HSF1 activator 12, GSK3 alpha inh 4 and HSP90 refold inh 5.
CCCC(=O)N(c1ccc(OCC)cc1)C1C=CS(=O)(=O)C1 (stereo not drawn) was read as HSF1 inh -15, AI-2 QS mod 19, GSK3B inh -1, Platelet DG rel 23, HDAC3 inhib -6, PolyA inhibitor inactive, Dyrk1A ADPGlo 3, HSF1 activator 4, GSK3 alpha inh -2 and HSP90 refold inh 2.
O=C1COc2ccc(S(=O)(=O)N3CCCCC3)cc2N1 was read as HSF1 inh -2, AI-2 QS mod 14, GSK3B inh -3, Platelet DG rel 4, PolyA inhibitor inactive, Dyrk1A ADPGlo -5, HSF1 activator -8 and HSP90 refold inh 6.
O=c1cc(CO)oc(CN2CCN(c3ccccc3F)CC2)c1O was read as HSF1 inh -7, AI-2 QS mod 24, GSK3B inh 2, Platelet DG rel -21, HDAC3 inhib 8, PolyA inhibitor inactive, Dyrk1A ADPGlo -6, HSF1 activator -13, GSK3 alpha inh -1 and HSP90 refold inh -5.
`Cc1cc(C(F)(F)F)n(-c2nc(C(=O)Nc3cccnc3)cs2)n1` gave HSF1 inh -5, AI-2 QS mod -3, GSK3B inh -1, Platelet DG rel 3, HDAC3 inhib -1, PolyA inhibitor inactive, HSF1 activator 8, GSK3 alpha inh 3 and HSP90 refold inh 2.
`Cc1cccc(/C=N/NC(=O)c2ccc(NC(=O)c3ccccc3Cl)cc2)n1` gave HSF1 inh -2, AI-2 QS mod 19, GSK3B inh 2, Platelet DG rel 10, HDAC3 inhib -2, PolyA inhibitor inactive, Dyrk1A ADPGlo 4, HSF1 activator 9, GSK3 alpha inh -1 and HSP90 refold inh -1.
`O=C1CCc2cc(S(=O)(=O)NC(Cc3ccccc3)C(=O)NC3CCCC3)ccc2N1` (stereo not drawn) gave HSF1 inh 3, AI-2 QS mod 20, GSK3B inh 4, Platelet DG rel -11, HDAC3 inhib -5, PolyA inhibitor inactive, Dyrk1A ADPGlo 7, HSF1 activator 20, GSK3 alpha inh -3 and HSP90 refold inh 2.
`CC(=O)c1c(C(C)=O)c(C)n(-c2cccc([N+](=O)[O-])c2)c1C` gave HSF1 inh 1, AI-2 QS mod 3, GSK3B inh 0, Platelet DG rel -6, PolyA inhibitor inactive, Dyrk1A ADPGlo 3, HSF1 activator -10 and HSP90 refold inh -3.
CC(C)(C)OC(=O)NCc1ccc(CNC(=O)c2[nH]cnc2C(=O)N[C@@H](Cc2ccccc2)C(=O)OCc2ccccc2)cc1 was read as HSF1 inh 2, AI-2 QS mod 19, GSK3B inh 5, Platelet DG rel 2, HDAC3 inhib 14, PolyA inhibitor inactive, Dyrk1A ADPGlo 18, HSF1 activator -10, GSK3 alpha inh -1 and HSP90 refold inh 3.
`CC(=O)N(C)c1ccc(NC(=O)Nc2ccccc2C)cc1` gave HSF1 inh 10, AI-2 QS mod 5, GSK3B inh 1, Platelet DG rel 14, HDAC3 inhib 3, PolyA inhibitor inactive, Dyrk1A ADPGlo -4, HSF1 activator 35, GSK3 alpha inh 0 and HSP90 refold inh -3.
`N#C/C(=C/c1ccc(C(=O)O)cc1)C(=O)Nc1ccccc1` gave HSF1 inh -3, AI-2 QS mod 33, GSK3B inh 6, Platelet DG rel -5, HDAC3 inhib 2, PolyA inhibitor inactive, Dyrk1A ADPGlo 13, HSF1 activator 0, GSK3 alpha inh -3 and HSP90 refold inh 2.
Cn1c(SCc2cc(=O)[nH]c3ccccc23)nnc1-c1ccco1 was read as HSF1 inh -2, AI-2 QS mod 18, GSK3B inh -3, Platelet DG rel 2, HDAC3 inhib 4, PolyA inhibitor inactive, Dyrk1A ADPGlo 9, HSF1 activator -13, GSK3 alpha inh 2 and HSP90 refold inh -1.
O=C1c2cc(S(=O)(=O)NCCO)ccc2-c2ccc(S(=O)(=O)NCCO)cc21 was read as HSF1 inh -11, AI-2 QS mod -1, GSK3B inh -1, Platelet DG rel -3, HDAC3 inhib 2, PolyA inhibitor inactive, Dyrk1A ADPGlo -1, HSF1 activator -21, GSK3 alpha inh 3 and HSP90 refold inh -2.
COCCN(C(=O)c1csnn1)C(C(=O)NC1CCCCC1)c1cccs1 (stereo not drawn) was read as HSF1 inh 6, AI-2 QS mod 23, GSK3B inh -1, Platelet DG rel -3, HDAC3 inhib 5, PolyA inhibitor inactive, Dyrk1A ADPGlo 4, HSF1 activator -5, GSK3 alpha inh -3 and HSP90 refold inh 3.
Screening Cc1cc(C(=O)OCC(=O)NC(C)C)c2ccccc2n1 returned HSF1 inh 0, AI-2 QS mod 8, GSK3B inh -2, Platelet DG rel 3, HDAC3 inhib -4, PolyA inhibitor inactive, Dyrk1A ADPGlo 5, HSF1 activator -4, GSK3 alpha inh 0 and HSP90 refold inh 1.
`Cc1ccc(NC2=NCC(=O)N2c2ccc3c(c2)OCCO3)c(C)c1` gave HSF1 inh 7, AI-2 QS mod 17, GSK3B inh 0, Platelet DG rel -4, HDAC3 inhib -6, PolyA inhibitor inactive, Dyrk1A ADPGlo 0, HSF1 activator 1, GSK3 alpha inh -3 and HSP90 refold inh -2.
For CCOC(=O)c1cc(-c2ccc(C)o2)n[nH]1 the results were HSF1 inh 0, AI-2 QS mod 27, GSK3B inh 1, Platelet DG rel 4, HDAC3 inhib 4, PolyA inhibitor inactive, Dyrk1A ADPGlo 1, HSF1 activator 6, GSK3 alpha inh 0 and HSP90 refold inh 4.
CC(C)c1ccc(NC(=S)NCCc2c[nH]c3ccccc23)cc1 was read as HSF1 inh -7, AI-2 QS mod -2, GSK3B inh 2, Platelet DG rel -3, HDAC3 inhib -3, PolyA inhibitor inactive, Dyrk1A ADPGlo 2, HSF1 activator 14, GSK3 alpha inh 0 and HSP90 refold inh 2.
O=C(c1ccccc1)N1CCN(CC#Cc2ccccc2)CC1 was read as HSF1 inh 13, AI-2 QS mod 25, GSK3B inh 1, Platelet DG rel 6, HDAC3 inhib 0, PolyA inhibitor inactive, Dyrk1A ADPGlo 3, HSF1 activator 23, GSK3 alpha inh 7 and HSP90 refold inh 0.
Screening NNC(=O)CCc1nc2ccc(O)cc2[nH]1 returned HSF1 inh -5, AI-2 QS mod 9, GSK3B inh 0, Platelet DG rel -1, HDAC3 inhib -1, PolyA inhibitor inactive, Dyrk1A ADPGlo 5, HSF1 activator -9, GSK3 alpha inh -1 and HSP90 refold inh 6.

Among those listed so far, three contain a Cl atom.
CC(C)CNC(=O)NC(=O)COC(=O)c1cc([N+](=O)[O-])ccc1NCc1ccccc1Cl was read as HSF1 inh -2, AI-2 QS mod 11, GSK3B inh -3, Platelet DG rel -6, HDAC3 inhib 1, PolyA inhibitor inactive, HSF1 activator 1, GSK3 alpha inh 1 and HSP90 refold inh 5.
Screening CC(=O)c1nn(-c2ccc(Cl)cc2)c(=O)[nH]c1=O returned HSF1 inh -35, AI-2 QS mod 35, GSK3B inh 1, Platelet DG rel 0, HDAC3 inhib -3, PolyA inhibitor inactive, Dyrk1A ADPGlo 0, HSF1 activator -50, GSK3 alpha inh -2 and HSP90 refold inh -1.
`Cc1cccc(/C=N/NC(=O)c2ccc(NC(=O)c3ccccc3Cl)cc2)n1` gave HSF1 inh -2, AI-2 QS mod 19, GSK3B inh 2, Platelet DG rel 10, HDAC3 inhib -2, PolyA inhibitor inactive, Dyrk1A ADPGlo 4, HSF1 activator 9, GSK3 alpha inh -1 and HSP90 refold inh -1.
